mcGAS RapidFire = blocks mouse cGAS cGAMP production. recombinant mouse cGAS, cGAMP by RapidFire MS. inhibition, % at 12.5 µM. hit rate 0.18% among 130,000. AID 1259397;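 active = inhibition of cGAS enzyme activity at or above 60%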;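 also: enzyme stimulated by 45 bp dsDNA with ATP and GTP substrates; cGAMP share of summed cGAMP plus half ATP and half GTP signals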
Target sequence (Q8C6L5 whole entry, looked up): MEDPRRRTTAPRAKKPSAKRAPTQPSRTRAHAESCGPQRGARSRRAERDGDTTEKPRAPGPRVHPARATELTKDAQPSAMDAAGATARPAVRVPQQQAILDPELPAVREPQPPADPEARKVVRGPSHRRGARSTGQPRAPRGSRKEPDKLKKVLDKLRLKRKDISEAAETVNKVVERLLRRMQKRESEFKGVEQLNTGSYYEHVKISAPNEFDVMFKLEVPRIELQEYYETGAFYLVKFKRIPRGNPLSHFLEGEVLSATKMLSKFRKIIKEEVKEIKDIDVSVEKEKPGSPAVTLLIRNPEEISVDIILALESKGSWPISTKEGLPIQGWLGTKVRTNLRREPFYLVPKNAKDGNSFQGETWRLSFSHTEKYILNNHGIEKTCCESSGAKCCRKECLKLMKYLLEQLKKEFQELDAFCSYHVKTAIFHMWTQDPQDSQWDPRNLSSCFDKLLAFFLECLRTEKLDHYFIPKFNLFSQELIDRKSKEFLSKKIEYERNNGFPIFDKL
The depositor's hits bear a star; & = joins results of further samples. This is a subset, so the mix of outcomes need not match the whole.

SMILES | mcGAS RapidFire
COCCn1c(=O)c2c(nc3n2CC(C)CN3Cc2ccccc2)n(C)c1=O (stereo not given) | -5.5
COc1ccccc1-n1c(CNC(=O)c2cccc([N+](=O)[O-])c2C)nnc1SCC(=O)N1CCc2ccccc21 | 1.1
COc1ccc(N2C(=O)CC(N3CCN(Cc4ccc(Cl)s4)CC3)C2=O)cc1Cl (stereo not given) | 12.8
NC(=O)C1CCN(C(=O)c2cccs2)CC1 | -5.2
COc1ccc(-c2oncc2-c2ccccc2)c(O)c1 | -7.7
CN(CCc1ccccn1)C(=O)c1cc(=O)[nH]c2cc(F)ccc12 | -7.1
N#Cc1ccccc1N=Cc1cccc(Cl)c1 | -5.2
Cn1cc(CN(C(=O)c2ccc(O)c(Cl)c2)C2CC2)cn1 | -8.5
S=c1n(CN2CCOCC2)c2ccccc2n1CN1CCOCC1 | -9.4
C1=C(C2CCNc3c2ccc2cccnc32)CCCC1 (stereo not given) | -1.7
O=C(O)CCCCCn1c(SCc2cc(=O)n3ccccc3n2)nc2ccsc2c1=O | -5.8
O=C(CNc1cccc(F)c1)Nc1ccc(Br)cc1 | -12.8
Cc1c(C)n2c3c(=O)n(Cc4ccccc4Cl)c(=O)n(C)c3nc2n1CCCO | -7.0
OCC(CO)n1ccnc1-c1ccc2nsnc2c1 | -9.2
CC1CCc2ccccc2N1S(=O)(=O)c1ccc2c(c1)CCC2 (stereo not given) | -0.7
COc1ccc(CN2CCNC(=O)C2CC(=O)NC(C)(C)CO)c(C)c1C (stereo not given) | -13.6
NCc1nnc2n1CC(C(F)(F)F)CC2 (stereo not given) | 11.7
Cc1sc(=NC(=O)c2cccc(C(F)(F)F)c2)n(C(C)C(=O)NC2CC2)c1C (stereo not given) | -2.6
CS(=O)(=O)c1sc2nc3c(cc2c1N)CCCC3 | -9.5
CC(C)Cc1noc(CN(C)S(=O)(=O)NCc2ccccc2)n1 | 0.4
Cc1ccc2[nH]c(C(=O)O)c(CN3CCN(c4nc(C)cnc4C)CC3)c2c1 | -21.5
O=c1c2c3c(sc2ncn1CCc1nc2c(s1)CCC2)CNCC3 | -14.5
CC=CCn1c(=O)c2c(nc3n2CCN3c2cc(C)ccc2C)n(C)c1=O | -2.2
O=C(CCCN1C(=O)C(=Cc2cccs2)SC1=S)NN1CCOCC1 | -8.3
COc1cccc(OCc2ccccc2)c1C(=O)NCCc1ccc(O)cc1 | 5.2

(cont.)
SMILES | mcGAS RapidFire
CC1(C)CC2=NN(c3ccccc3)P(=O)(Nc3ccccc3)C2=C(N2CCCCC2)C1 (stereo not given) | -14.5
CC(c1ccc(F)c(Cl)c1)N1CCC(C(=O)Nc2cnccn2)CC1 (stereo not given) | 1.0&5.0
Cc1cc(Oc2ncccc2C#N)ccc1NC(=O)C1CC2CCC1C2 (stereo not given) | -3.7
O=C1c2cccc3c([N+](=O)[O-])ccc(c23)C(=O)N1c1cccc(O)c1 | 3.2
Cc1cc(NC(C)C(=O)N(C)Cc2ccccc2)ccc1Br (stereo not given) | -1.7
O=C(CCc1ccc2c(c1)OCO2)NC1CC(=O)N(CC2CCCCC2)C1 (stereo not given) | -4.5
O=C(c1ccco1)N1CCN(c2ncnc3sc4c(c23)CCCCC4)CC1 | -4.5
C=CCOCC(O)CN(Cc1c(CC)nn(-c2ccccc2)c1Oc1ccc(F)cc1)CC1CCCO1 (stereo not given) | -0.5
CC(NC(=O)C1CCN(S(N)(=O)=O)CC1)c1cccc(OC(F)F)c1 (stereo not given) | 6.0
CNS(=O)(=O)c1cccc(CNS(=O)(=O)N(C)C2CCCCC2)c1 | -9.7
NCc1ccc(F)c(-c2cccc3cnccc23)c1 | -7.4
CN(C)c1cc(N2CC[C@@](C)(O)[C@@H](Cc3ccccc3)C2)ncn1 | -15.5
Cc1ccc2nc(C)c(NC(=O)c3ccc(Cl)nc3)c(=O)n2c1 | -9.3
CCc1ccc(CN(C)C(=O)C2CC(=O)N(c3cccc(O)c3)C2)nc1 (stereo not given) | -17.6
CSc1ccccc1C(=O)NCc1c(C)ncc2c1CCN(C(=O)C1CCCO1)C2 (stereo not given) | -10.0
O=C(Nc1cccc(C(=O)N2CCN(c3ncccn3)CC2)c1)C1CCCC1 | -15.0
COc1cc(OC)cc(C(=O)N2CCCC(OCc3ccc(F)cc3F)C2)c1 (stereo not given) | -5.6
Cc1ccc(-n2ncc3c(=O)n(NC(=O)/C=C/c4ccc([N+](=O)[O-])cc4)cnc32)cc1C | -11.3
Cc1nc(N2CCCC(CO)(Cc3ccc(F)cc3)C2)c2ccsc2n1 (stereo not given) | -23.4
CC(=O)Oc1cccc(C(=O)O)c1OC(C)=O | -1.0
CCC(C)NC(=O)c1cccc(CNC(=O)Cn2c(=O)oc3ccccc32)c1 (stereo not given) | -3.8
CC(CNc1ncnc2ccsc12)CN1CCCCC1 (stereo not given) | -13.1
CCCN(CC(=O)NC(=O)NCC)CC1CCCCO1 (stereo not given) | -15.5
CN(C)c1ccc(C(=O)N2CCN(c3ccc([N+](=O)[O-])cc3)CC2)cc1 | 1.2
O=C(CCc1cn[nH]c1)NC1CC(=O)N(C2Cc3ccccc3C2)C1 (stereo not given) | -4.5

Additional compounds:
SMILES | mcGAS RapidFire
CCOC(=O)C1(CCCc2ccccc2)CCN(C(=O)Cc2cccnc2)CC1 | -7.8
COC(=O)c1c(C)nn(Cc2c(C)noc2C)c1C | -3.4
CC1CCCN(c2nncc(-c3ccc(Cl)cc3)n2)C1 (stereo not given) | 3.4
CNS(=O)(=O)c1cccc2cccnc12 | 0.6
O=c1c2nnc3c(-c4ccccc4)cnn3c2ccn1Cc1ccccn1 | -4.3
Cc1cccc2nc(CN3CCNC(=O)CC3c3ccccc3)cn12 (stereo not given) | -33.6
Cn1cc(NC(=O)NC2CCN(c3cccc(Cl)c3)C2)cn1 (stereo not given) | -16.1
CC(C)N(Cc1nccn1C)c1nc2nonc2nc1NCc1cccs1 | -9.0
CCC(C)c1ccccc1NC(=O)C(C)OC(=O)c1nc(C)n2c1CCCC2 (stereo not given) | -3.5
CN(Cc1cccc2ncccc12)C(=O)C(C)(C)NC(=O)c1cccs1 | -19.0
COc1ccc(OC)c(N2CCN(C(=O)COc3ccc(Cl)cc3)C(C)C2=O)c1 (stereo not given) | -11.4
CCc1ccc(CNC(=O)c2cccc(N(C)C)c2)s1 | 4.0
Cc1c(Br)c(C(F)(F)F)nn1CC(=O)Nc1c(F)cc(F)cc1Br | 18.3
O=C(O)C1CN(c2ncc(Cl)cc2F)CCN1 (stereo not given) | -22.7
C=CCn1c(COc2cccc3ccccc23)nc2ccccc21 | 18.5
CCOC(=O)Cn1cc2c(c1-c1ccc(Cl)cc1)c(=O)n(C)c(=O)n2C | -39.7
CC(c1ccc(-c2ccc(Cl)c(C(=O)O)c2)cc1)N1CCOCC1 (stereo not given) | -2.0
COc1cc(C[C@H]2C(=O)OC[C@@H]2Cc2ccc(OC)c(OC)c2)ccc1O | -6.1
COC(=O)CN(C)C(=O)c1ccc2nc(Cc3cccc(Cl)c3)oc2c1 | -5.6
CN1CCCC2(CC1)CCN(C(=O)c1ccc(S(N)(=O)=O)cc1)CC2 | -47.4
Cc1c(C(=O)NC2CCCC2)c(C(F)(F)F)nn1C1CCCN(C)C1 (stereo not given) | -8.2
CC(O)(C(=O)Nc1ccc(S(=O)(=O)c2ccccc2)cc1)C(F)(F)F (stereo not given) | -10.5
COc1ccc2cc(C3CN(C(=O)c4cccc(C)c4O)CCO3)ccc2c1 (stereo not given) | -4.6
O=C(CC1C(=O)NCCN1CC1CCCCC1)NC1CCC1 (stereo not given) | -7.7
Cc1ccc(C(=O)N2CCCC(CO)(Cc3ccccc3)C2)c(C)c1 (stereo not given) | -4.8

The list goes on.
SMILES | mcGAS RapidFire
COCCN1CCCC(O)(CN2CCN(C(=O)c3ccc[nH]3)CC2)C1=O (stereo not given) | -2.9
O=C(NC1CC1)c1cc(N2CCN(C/C=C/c3ccccc3)CC2)ccn1 | -19.4
Cc1ccc2oc(-c3nccn3CCCN3CCCC3=O)c(C)c2c1 | -12.0
CSc1ccccc1OCc1cc(C(=O)N2CCC[C@H]2C(N)=O)no1 | -9.0
CC1CCc2sc(C(=O)NNC(=O)CC34CC5CC(CC(C5)C3)C4)cc2C1 (stereo not given) | 19.6
O=C(NC(c1ccccc1)c1cnccn1)C1CCN(Cc2ccccc2)CC1 (stereo not given) | -1.5
CCCNC(=O)c1nnc2n1CCN(C(=O)c1ccccc1)C2 | 5.9
CCOC(=O)N1CCN(C2CCCN(C(=O)c3ccc(CSC)o3)C2)CC1 (stereo not given) | -7.9
CN1OC(C)(CC(=O)Nc2ccc(C(C)(C)C)cc2)N=C1c1cccnc1 (stereo not given) | -4.6
Cc1c(C)n2c3c(=O)n(CCN4CCOCC4)c(=O)n(C)c3nc2n1Cc1ccccc1 | -4.1
O=C(CSc1nc2ccccc2s1)N/N=C\c1ccccc1[N+](=O)[O-] | 0.7
Cc1cccc2c1N(CC(=O)Nc1ccccc1S(C)(=O)=O)CCC2 | -23.2
Cc1cc(OC(=O)c2ccccc2)n(CCC#N)n1 | -3.1
O=C(Cc1ccccc1F)NCc1ccccc1Cn1cccn1 | -15.2
COc1ccc2c(c1)C=C(C(=O)Nc1n[nH]c(C3CC3)c1C)CO2 | -4.6
C#CCn1c(O)c(N=NC(=O)CNC(=O)c2cccc(F)c2)c2ccccc21 | -3.3
CCOc1ccc(N2CC(C(=O)OC(C(N)=O)c3ccccc3)CC2=O)cc1 (stereo not given) | -10.0
Cc1ccccc1-n1c(-c2ccc(F)cc2)n[nH]c1=S | 0.8
COc1ccccc1CCNC(=O)c1ccccc1N1CCC(NC(=O)c2cccc(Cl)c2)CC1 | -5.0
COCC(=O)N1CCCN(Cc2c(F)ccc(OC)c2Cl)CC1 | -16.2
CC(C)c1n[nH]c2c1CN(C(=O)Cc1cn3ccsc3n1)CC2 | 2.6
Cc1cccc(N2CCn3c2nc2c3c(=O)n(C)c(=O)n2C)c1C | -6.8
Cn1c(=O)n(C)c2cc(CNc3nn[nH]n3)ccc21 | -4.3
NC(=O)c1ccc(Cn2cnc3c(Cl)cc(Cl)cc3c2=O)cc1 | -5.8
N#Cc1c(-c2cccc(F)c2)cc(-c2ccccc2)nc1SCC(=O)Nc1ccc(Br)cc1 | -9.0

Given with tabs: 19 of the compounds above
SMILES	mcGAS RapidFire
CCCNC(=O)c1nnc2n1CCN(C(=O)c1ccccc1)C2	5.9
CCOC(=O)N1CCN(C2CCCN(C(=O)c3ccc(CSC)o3)C2)CC1 (stereo not given)	-7.9
CN1OC(C)(CC(=O)Nc2ccc(C(C)(C)C)cc2)N=C1c1cccnc1 (stereo not given)	-4.6
Cc1c(C)n2c3c(=O)n(CCN4CCOCC4)c(=O)n(C)c3nc2n1Cc1ccccc1	-4.1
O=C(CSc1nc2ccccc2s1)N/N=C\c1ccccc1[N+](=O)[O-]	0.7
Cc1cccc2c1N(CC(=O)Nc1ccccc1S(C)(=O)=O)CCC2	-23.2
Cc1cc(OC(=O)c2ccccc2)n(CCC#N)n1	-3.1
O=C(Cc1ccccc1F)NCc1ccccc1Cn1cccn1	-15.2
COc1ccc2c(c1)C=C(C(=O)Nc1n[nH]c(C3CC3)c1C)CO2	-4.6
C#CCn1c(O)c(N=NC(=O)CNC(=O)c2cccc(F)c2)c2ccccc21	-3.3
CCOc1ccc(N2CC(C(=O)OC(C(N)=O)c3ccccc3)CC2=O)cc1 (stereo not given)	-10.0
Cc1ccccc1-n1c(-c2ccc(F)cc2)n[nH]c1=S	0.8
COc1ccccc1CCNC(=O)c1ccccc1N1CCC(NC(=O)c2cccc(Cl)c2)CC1	-5.0
COCC(=O)N1CCCN(Cc2c(F)ccc(OC)c2Cl)CC1	-16.2
CC(C)c1n[nH]c2c1CN(C(=O)Cc1cn3ccsc3n1)CC2	2.6
Cc1cccc(N2CCn3c2nc2c3c(=O)n(C)c(=O)n2C)c1C	-6.8
Cn1c(=O)n(C)c2cc(CNc3nn[nH]n3)ccc21	-4.3
NC(=O)c1ccc(Cn2cnc3c(Cl)cc(Cl)cc3c2=O)cc1	-5.8
N#Cc1c(-c2cccc(F)c2)cc(-c2ccccc2)nc1SCC(=O)Nc1ccc(Br)cc1	-9.0

(next part)
SMILES | mcGAS RapidFire
CCc1ccc(CNS(=O)(=O)c2cc(NC(C)=O)ccc2OC)s1 | 8.1
O=C(O)c1cnc(/C=C/c2cccc(C(F)(F)F)c2)s1 | -7.8
Cc1cccc(C(=O)Nc2ncn(CC(=O)NCc3ccccc3)n2)c1 | 1.0
CSc1ncccc1C(=O)N1CCCC(N2CCN(c3ccccc3C)CC2)C1 (stereo not given) | -0.8
O=C(CSc1nnc(-c2ccco2)o1)NCc1ccco1 | -5.5
COc1ccc(-n2ncc3c2CC(C)(C)CC3NC(=O)c2ccc(-n3cnnn3)cc2)cc1 (stereo not given) | -4.4
CN(C)CC1(O)CCCN(C(=O)c2ccc(-c3cccc(F)c3)cc2)CC1 (stereo not given) | -12.2
O=C(Nc1nnc(SCc2ccccc2F)s1)c1ccc(CN2CCOCC2)cc1 | 0.3
COC(=O)c1cccc(C(=O)N2CCCC(Nc3ccc4c(c3)OCCO4)C2)c1 (stereo not given) | -5.7
CC(C)C1C2CCC(C2)C1N (stereo not given) | 2.5
CCN1C2=C(C(=O)CCC2)C(c2ccc(OC)c(C(=O)O)c2)C2=C1CCCC2=O | -7.7
CS(=O)(=O)N1CCc2cc(C(=O)CSc3nnnn3C3CCCC3)ccc21 | 0.7
Cc1nc2c(c(=O)c3ccccc3n2C)c(=O)n1Cc1ccco1 | -9.3
O=C(OCc1cc(-c2ccc3c(c2)OCO3)on1)c1cc2ccccc2oc1=O | -5.1
O=C(CC1CCCO1)OC(c1ccccc1)c1ccncc1 (stereo not given) | -7.1
O=c1n(CCN(Cc2ccc3c(c2)OCO3)C2CCCC2)nc2ccccn12 | -4.3
CCc1csc(CNC(=O)C2CC(=O)N(CC(C)C)C2)n1 (stereo not given) | -4.9
O=C(CSc1ncc(-c2ccc(F)cc2)[nH]1)N1CCc2ccccc2C1 | -5.5
CN1CCN(c2cc(-c3ccccc3)nc3ncnn23)C(C)(C)C1=O | -5.0
Cn1ccc(CNC(c2ccccc2)c2ccccc2)cc1=O | -2.6
CC(Cc1ccc2ccccc2c1)NC(=O)N(C)C1CCOCC1 (stereo not given) | 2.1
CN(CCCC(=O)O)C(=O)c1cc2ccccc2s1 | 1.7
O=C1c2ccc(Br)cc2C(=O)N1CNc1ccc(Cl)cc1 | -0.7

High-throughput results (PubChem)
